Compound activity: PubChem, several laboratories
NR1D1 modulator = modulators of Rev-erb alpha DNA binding, primary screen, biochemical, FITC-DNA, fluorescence polarization, uHTS; Rev-erbα–FITC-DNA binding, 90 min; activity, % at 10 µM; 370,000 compounds, 0.79% hits; AID 1259318, 2017;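 active means activity above about 14%, limit read from the data; passing the limit was not always enough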;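 further: 0% = DMSO wells with 35 nM protein and 100% = DMSO wells with 750 nM protein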
hcDAF-12 act = H. contortus DAF-12 nuclear receptor activators, primary screen, cell-based, luminescence, HEK293, lit1-tk-luc reporter; 370,000 compounds, 1.4% hits; activation, % at 6.8 µM; AID 652067, 2013; HEK293 hcDAF-12 lit1-tk-luc reporter; 0% DMSO, 100% Δ7-dafachronic acid;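 active means activation above the mean of all tested compounds plus 3 SD, cut at about 5.5% in these data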;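 further: 100% = response to 3 µM Δ7-dafachronic acid high control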
hgDAF-12 ag = H. glycines DAF-12 receptor agonists, primary screen, cell-based, luminescence, HEK293, GAL4 fusion, UAS-luciferase | Nuclear hormone receptor DAF-12 (Heterodera glycines), GAL4 fusion | HEK293 GAL4-hgDAF12 UAS-luciferase reporter, agonist luminescence; normalized to butyrate control | activation, % at 6.8 µM | 370,000 compounds, 1.8% hits | AID 687014, 2013;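 active means activation above a cutoff set at the mean of all screened compounds plus 3 SD, cut at about 10% in these data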;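 further: 0% = DMSO wells and 100% = sodium butyrate wells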
DAX1 inh-1 = DAX1 (NR0B1) inhibitors, primary screen, cell-based, HEK293, Gal4-DAX1, luciferase luminescence; AID 504766, 2011; 340,000 compounds, 0.99% hits; HEK293 Gal4-DAX1 luciferase reporter; inhibition, % at 6.75 µM; Nuclear receptor subfamily 0 group B member 1 (Homo sapiens), P51843;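 active means inhibition above the mean over all tested compounds plus 3 SD, cut at about 4.2% in these data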;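 further: 0% = DAX1-transfected cells with DMSO and 100% = empty-vector control cells with DMSO; inhibition shows as a rise in luminescence from relieved DAX1 repression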
Target sequence (P51843 207-470 limits assumed): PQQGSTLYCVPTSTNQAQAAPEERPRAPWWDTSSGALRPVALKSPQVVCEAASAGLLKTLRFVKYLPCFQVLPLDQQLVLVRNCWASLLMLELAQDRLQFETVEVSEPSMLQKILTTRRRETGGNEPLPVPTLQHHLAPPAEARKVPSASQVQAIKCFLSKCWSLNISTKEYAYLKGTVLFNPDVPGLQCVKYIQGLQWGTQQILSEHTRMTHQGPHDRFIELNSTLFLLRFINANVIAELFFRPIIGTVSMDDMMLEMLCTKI
SMARCA2 activ = SMARCA2 (BRM) function activators, primary screen, cell-based, luminescence, high throughput; 370,000 compounds, 1% hits; MG213 cells, MMTV-luciferase reporter, dexamethasone, overnight; activation, % at 9.1 µM; in the data active means activation above about 7.8%;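 further: 0% = vehicle wells and 100% = reference activator wells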
PLCg1 inh = PLC-gamma1 enzyme inhibitors, primary screen, biochemical, fluorescence, purified enzyme. 1-phosphatidylinositol 4,5-bisphosphate phosphodiesterase gamma-1 (Homo sapiens), P19174. inhibition, % at 12.2 µM. fluorogenic substrate. 370,000 compounds, 0.84% hits; in the data active means inhibition above about 9.5%
ssDAF12 agonist = S. stercoralis DAF-12 nuclear receptor activators, primary screen, cell-based, luminescence, HEK293, GRIP1 co-expression, lit1-tk-luc. 370,000 compounds, 1% hits. Nuclear hormone receptor DAF-12 (Strongyloides stercoralis). HEK293 ssDAF-12/GRIP1 lit1-tk-luc reporter; % of 3 µM dafachronic acid response. activation, % at 6.8 µM;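 active means activation above the mean over all tested compounds plus 3 SD, cut at about 0.9% in these data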;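 further: 0% = DMSO-only wells and 100% = 3 µM delta7-dafachronic acid wells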
DAX1 inh-2 = DAX1 (NR0B1) inhibitors on StAR promoter, primary screen, cell-based, luminescence, SF-1 (NR5A1), full-length DAX-1; HEK293T StAR-luciferase reporter, SF-1/DAX-1 repression relief; inhibition, % at 6.8 µM; 370,000 compounds, 1.1% hits; AID 652010, 2013;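 active means inhibition above the mean over all tested compounds plus 3 SD, cut at about 3.6% in these data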;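 further: 0% = DAX-1 cells with DMSO and 100% = cells lacking DAX-1 with DMSO; higher inhibition means more luminescence from relief of DAX-1 repression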
PLC-beta3 inh = human PLC-beta3 inhibitors, primary screen, biochemical, fluorescence; 370,000 compounds, 0.18% hits; Purified PLC-beta3, fluorogenic substrate; 1-phosphatidylinositol 4,5-bisphosphate phosphodiesterase beta-3 (Homo sapiens), Q01970; inhibition, % at 12.2 µM; in the data active means inhibition above about 11%;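 further: 0% = median of compound wells on plate and 100% = full blocker control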
MBD2 DNA inh = inhibitors of MBD2 binding to methylated DNA, primary screen, biochemical, TR-FRET, DNA-binding domain, human. Methyl-CpG-binding domain protein 2 (Homo sapiens), Q9UBB5. MBD2 binding to methylated oligonucleotide. inhibition, % at 4.4 µM. 370,000 compounds, 0.31% hits. AID 686964, 2013; in the data active means inhibition above about 13%
ADAM17 inh = ADAM17 inhibitors, primary screen, biochemical, QFRET | recombinant ADAM17, EDANS/DABCYL FRET peptide cleavage | inhibition, % at 6.95 µM | 370,000 compounds, 0.83% hits | AID 720648, 2013;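 active means inhibition above the mean of compounds lying between control limits plus 3 SD, set per campaign, cut at about 8.5% in these data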;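 further: 0% = DMSO-only wells as the low control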
Target sequence (P78536 215-824 limits assumed): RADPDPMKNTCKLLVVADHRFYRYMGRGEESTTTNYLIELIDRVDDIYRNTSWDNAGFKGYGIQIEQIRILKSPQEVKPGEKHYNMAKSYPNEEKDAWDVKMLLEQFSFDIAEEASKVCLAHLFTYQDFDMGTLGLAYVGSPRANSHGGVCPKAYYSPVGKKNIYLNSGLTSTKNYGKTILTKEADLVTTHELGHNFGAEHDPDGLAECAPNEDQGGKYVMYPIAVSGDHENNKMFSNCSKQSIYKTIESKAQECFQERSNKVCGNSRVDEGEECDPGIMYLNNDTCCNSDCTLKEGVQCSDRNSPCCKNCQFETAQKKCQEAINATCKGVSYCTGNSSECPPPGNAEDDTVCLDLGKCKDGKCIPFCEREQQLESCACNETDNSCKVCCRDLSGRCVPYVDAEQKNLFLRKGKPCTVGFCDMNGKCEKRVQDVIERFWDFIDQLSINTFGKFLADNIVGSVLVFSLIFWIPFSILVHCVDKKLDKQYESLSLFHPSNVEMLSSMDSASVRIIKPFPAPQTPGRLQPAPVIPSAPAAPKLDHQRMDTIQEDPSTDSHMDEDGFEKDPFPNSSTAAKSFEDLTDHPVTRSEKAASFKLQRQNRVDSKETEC
An asterisk follows results filed as active; i = inactive; · = not tested or not shown.

SMILES	NR1D1 modulator	hcDAF-12 act	hgDAF-12 ag	DAX1 inh-1	SMARCA2 activ	PLCg1 inh	ssDAF12 agonist	DAX1 inh-2	PLC-beta3 inh	MBD2 DNA inh	ADAM17 inh
CCCN(CCC)CC(O)COc1ccccc1C(=O)Nc1ccccc1 (stereo not given)	-6	0.6	-0.8	0.7	1	-1	-1.0	0.1	-6	3	-3
CN(Cc1ccccc1)c1nc2c(c(=O)[nH]c(=O)n2C)n1Cc1ccccc1F	-1	-2.5	-0.4	2.1	-1	-1	-0.9	0.1	-3	-3	-5
O=C(NCc1cccs1)C1CCN(c2nccs2)CC1	3	1.7	-1.0	-0.6	-1	-10	-0.9	0.0	-10	-5	-1
COC(=O)[C@H](CCSC)NS(=O)(=O)c1ccccc1Br	1	-0.8	-1.6	-0.1	-1	-1	-1.3	-0.1	3	-2	-3
O=C(CSCc1ccc(Cl)cc1)NCc1ccc2c(c1)OCO2	-5	0.0	0.2	-0.9	-4	3	-1.2	-0.8	-2	1	1
Nn1cnnc1SCC(=O)Nc1ccc2c(c1)OCCO2	0	2.4	-0.7	0.0	0	-4	-1.4	0.1	-2	0	-3
O=c1c2ccccc2c(C=Nc2ccc(S(=O)(=O)Nc3ncccn3)cc2)c(O)n1-c1cccc(Cl)c1	2	-1.3	0.7	·	-3	5	-0.5	-0.3	1	0	2
CCOC(=O)c1sc(=S)n(CC)c1NC(=O)C1CC1	6	2.4	0.0	-0.4	1	2	-0.7	0.3	4	3	-2
Cc1nn(CC(=O)Nc2ccc3c(c2)nc2n3CCOC2)c(=O)c2ccccc12	-5	-2.3	0.3	-0.2	-4	3	-1.8	-0.7	0	0	-1
O=C(CSc1nnc(Cc2cccs2)n1Cc1ccco1)Nc1ccc(Cl)cc1Cl	-5	-0.3	0.2	-0.1	-3	0	-1.5	-1.9	-1	-3	2
O=C(O)c1ccc2c(=O)n3c(nc2c1)/C(=C/c1ccccc1Br)CC3	0	-0.1	-0.5	3.4	-2	-8	-1.0	0.1	-18	2	-4
CCNCc1cc(Cl)cc(OC)c1OC(C)C	-3	5.0	-0.5	0.5	6	2	-1.9	0.0	-2	4	1

Four of the compounds above, with two lines to a compound:
Results follow in this order: NR1D1 modulator | hcDAF-12 act | hgDAF-12 ag | DAX1 inh-1 | SMARCA2 activ | PLCg1 inh | ssDAF12 agonist | DAX1 inh-2 | PLC-beta3 inh | MBD2 DNA inh | ADAM17 inh
Nn1cnnc1SCC(=O)Nc1ccc2c(c1)OCCO2
 : 0 | 2.4 | -0.7 | 0.0 | 0 | -4 | -1.4 | 0.1 | -2 | 0 | -3
CCOC(=O)c1sc(=S)n(CC)c1NC(=O)C1CC1
 : 6 | 2.4 | 0.0 | -0.4 | 1 | 2 | -0.7 | 0.3 | 4 | 3 | -2
O=C(NCc1cccs1)C1CCN(c2nccs2)CC1
 : 3 | 1.7 | -1.0 | -0.6 | -1 | -10 | -0.9 | 0.0 | -10 | -5 | -1
O=c1c2ccccc2c(C=Nc2ccc(S(=O)(=O)Nc3ncccn3)cc2)c(O)n1-c1cccc(Cl)c1
 : 2 | -1.3 | 0.7 | · | -3 | 5 | -0.5 | -0.3 | 1 | 0 | 2

(next part)
SMILES	NR1D1 modulator	hcDAF-12 act	hgDAF-12 ag	DAX1 inh-1	SMARCA2 activ	PLCg1 inh	ssDAF12 agonist	DAX1 inh-2	PLC-beta3 inh	MBD2 DNA inh	ADAM17 inh
S=C(NCCc1ccc(Cl)cc1)Nc1ccc(Cl)cc1Cl	1	-0.3	1.1	0.3	-2	1	-1.4	0.1	6	2	16*
c1ccc2c(c1)CCN(c1ncnc3nc[nH]c13)C2	-3	1.0	-0.3	0.9	0	-23	-1.4	-0.2	-27	-4	-3
Fc1ccc(CCNC(=S)Nc2ccc(F)c(Cl)c2)cc1	4	-1.4	0.2	-0.5	-4	0	-2.0	-0.9	-2	4	2
CCc1nnc(NC(=O)C2CC(=O)N(c3ccc(C)cc3)C2)s1 (stereo not given)	4	-0.9	0.6	0.8	-2	-4	-1.2	0.9	-7	4	-5
CCOC(=O)c1cc2c(N)c(C(=O)c3ccc(Br)cc3)sc2[nH]c1=O	-2	-0.1	-1.8	0.5	3	-19	-1.7	0.2	-35	-5	-5
O=C(Cc1ccc(Cl)cc1)NCCN1CCCC1	-5	-0.5	-1.0	0.5	0	2	-1.5	-0.2	3	-1	-3
Cc1cc(C)cc(NC(=O)Cn2nnc(C(=O)NCc3cccs3)c2N)c1	-5	-2.5	2.5	1.1	-1	3	-1.0	-0.7	-5	-3	2
Cc1ccc(OCC(=O)NCCNC(=O)c2ccccn2)cc1	-2	-2.4	0.1	-1.1	-2	0	-0.5	-0.4	-6	3	-4
CC(C)(C)c1ccc(C(=O)NNC(=O)CCC(=O)Nc2ccccc2)cc1	0	-0.5	3.4	0.2	0	2	-0.6	0.2	-1	-2	1
CCOC(=O)C1=CCN(S(=O)(=O)c2ccccc2C)C1c1ccc(Cl)cc1 (stereo not given)	-3	-1.1	-4.3	·	-1	-2	-1.3	-3.1	4	0	6
O=C(Nc1nnc(CCc2ccccc2)s1)c1cccs1	0	-1.2	4.3	3.0	4	2	-1.1	0.0	0	4	-1
O=C(N1CCCCCC1)N1CCN(C(=O)N2CCCCC2)CC1	0	-0.7	-1.4	1.2	-1	0	-1.1	-0.3	2	2	-4
COC(=O)[C@@]12C[C@@H](CC(=O)N3CCCC3)C(=O)N(Cc3ccco3)C1=CCC(C)(C)C2	-5	0.7	1.0	·	-3	-1	-1.6	-0.4	0	2	1
O=C(Cc1cccc2ccccc12)Nc1nc(-c2cccc([N+](=O)[O-])c2)cs1	2	1.6	0.6	0.4	0	-1	0.5	0.5	1	-3	0
O=C(CSc1ccccc1F)NC(=O)NC1CCCC1	-3	1.2	5.3	1.8	0	5	-0.2	1.1	0	4	-1
N#CC1=C(O)C(c2ccccc2)n2c1nc(=O)c1ccccc12 (stereo not given)	-2	1.4	2.0	7.3*	1	-226	-0.8	0.6	-284	1	-159
CC(C)CCOc1ccc(C(=O)NCC(c2ccco2)N(C)C)cc1 (stereo not given)	4	-0.9	0.0	-0.7	-2	-2	-0.8	0.7	-17	3	-4
O=C(COC(=O)c1cccc(F)c1)NCCC1=CCCCC1	2	-1.0	0.5	1.3	0	-3	0.1	-0.2	-1	-5	-1
Cc1sc(NC(=O)CCCC(=O)O)c(C#N)c1C	4	-1.4	0.2	2.7	-2	0	-0.5	0.3	-3	1	-3
CCN(CC(=O)Nc1ccc(NC(C)=O)cc1)C(=O)COc1ccc2ccccc2c1	2	-0.1	-1.1	1.1	-2	-2	-0.9	2.1	-3	5	1
Cc1ccc(C2NC(=S)NC3=C2N2CCC3CC2)cc1 (stereo not given)	-6	0.1	-1.6	1.5	-1	1	-1.2	-0.2	1	2	-7
COc1ccc(C(=O)C(C)Sc2nnc(C3CC3)n2C2CC2)cc1 (stereo not given)	-6	-0.4	-0.9	1.0	-2	0	-1.2	-1.5	-7	3	-1
O=C(COC(=O)c1cccc(S(=O)(=O)N2CCc3ccccc32)c1)NC1CCS(=O)(=O)C1 (stereo not given)	2	-0.1	-1.4	0.5	-1	2	-0.3	0.6	0	-10	6
Cc1c(/C=C2\NC(=O)NC2=O)c2ccccc2n1C	4	3.3	1.0	1.0	-2	-3	-0.2	0.0	-6	-7	0
Cc1csc(CNc2ncnc3ccc(-c4cccc(Cl)c4)cc23)c1	8	-1.2	-1.2	0.5	-1	-19	-1.9	-0.3	-26	-1	-9
CNc1ccc(S(=O)(=O)NCC(=O)OCC(=O)Nc2cccc(Cl)c2Cl)cc1[N+](=O)[O-]	5	-1.4	0.7	-0.8	4	2	-1.8	-0.4	-2	-4	1
COC(=O)c1ccc(Cn2c(C)cc(C)[n+]2C)o1	3	-1.3	1.0	-0.5	-6	1	-1.0	-0.5	1	-1	-4
CCOc1cc(C2C(C(=O)OC)=CN(C3CCCC3)C=C2C(=O)OC)cc(Br)c1O	17	-0.9	-1.3	-0.3	-2	-14	-0.6	0.1	-17	-2	-21
C[C@H](CO)N1C[C@H](C)[C@@H](CN(C)Cc2ccc(C(=O)O)cc2)Oc2ncc(-c3ccc(C(=O)N(C)C)cc3)cc2C1=O	6	-0.7	-0.5	1.1	-5	-3	-0.7	0.0	0	2	-9
CCOc1cccc(/C=N/NC(=S)Nc2cc(S(=O)(=O)N3CCOCC3)ccc2N2CCOCC2)c1O	1	-5.6	-7.2	-2.7	-2	i	-2.1	-1.8	i	-2	1
O=C(CN1C(=O)CCSc2ccc(S(=O)(=O)N3CCCC3)cc21)NCc1ccccc1Cl	-2	3.0	1.0	-0.3	0	1	-0.8	0.2	-4	0	0
COc1cccc(-c2nc3ccccc3s2)c1O	-4	16*	25*	-0.3	4	-478	3.5*	7.0*	i	-1	-5
COc1cc(/C=C(\NC(=O)c2ccccc2)C(=O)N2CC3CC(C2)c2cccc(=O)n2C3)cc(OC)c1OC (stereo not given)	-2	-1.0	-0.1	1.4	-2	1	-1.5	0.5	-5	-3	0
Cc1cc(Cl)c2ccccc2n1	2	-1.4	-3.1	0.9	0	-2	0.1	0.2	0	0	-2
CCOC(=O)N1CCN(C(=O)/C=C/c2ccc(OC)cc2)CC1	3	0.5	4.2	1.6	2	0	-0.8	-0.6	-2	1	1
O=C(Cn1cnc([N+](=O)[O-])c1)Nc1ccc(F)c(Cl)c1	0	0.0	1.8	0.6	-2	3	-1.1	0.0	-5	6	-2
O=C(c1ccc(Cl)cc1)N1CCN(CCOc2ccccc2)CC1	-2	-1.0	-1.5	-0.2	-2	6	-0.9	0.0	-3	2	-1
Cc1ccnc2nc(C(=O)OCC(=O)NC3CCCC(C)C3C)nn12 (stereo not given)	-1	0.9	2.0	0.4	0	0	-0.7	-0.1	-2	-5	0
COC(=O)c1cc(-c2cccc(C(C)C)c2)c(=O)n2c1CCC2	0	-0.5	-4.5	·	-1	-11	-1.4	-1.7	-16	-1	-5
COc1ccc(COc2ncnc3ccc(Br)cc23)cc1F	-4	1.0	1.8	-0.8	0	-1	-0.3	0.3	-7	-3	1
Cc1ccc(CN=c2c([N+](=O)[O-])nn(-c3ccc(Cl)cc3)n2O)cc1	0	-0.2	4.3	3.0	-1	0	-0.9	0.4	-10	-7	-9
O=C(COc1ncnc2ccccc12)NCc1ccco1	4	-1.4	-0.3	-0.3	1	1	0.0	-0.6	2	-3	-3
COc1ccc(-c2nn3c(-c4ccccn4)nnc3s2)cc1OC	0	-0.3	-4.3	-0.1	4	-54	-1.6	-1.1	-70	-7	-13
